# BoNT A protease: inhibitors of Botulinum neurotoxin A light chain protease | multiplex microsphere protease substrate cleavage, flow cytometry | inhibition, % at 10 µM | 360,000 tested, 0.17% active | AID 588499; further: plate controls were buffer without enzyme for full effect and enzyme alone for no effect
# FBA Mtb inh: Mtb fructose-bisphosphate aldolase inhibition; 360,000 tested, 2.3% active; inhibition, % at 1 µM; purified M. tuberculosis FBA, fluorescence read-out; in the data active means inhibition above about 27%;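 further: 0% = vehicle and 100% = reference inhibitor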
# GDH-TPI counter: GDH-TPI coupled enzyme inhibition counter-screen | 360,000 tested, 1.2% active | GDH-TPI coupled enzyme counterscreen, NADH absorbance | inhibition, % at 4.8 µM; in the data active means inhibition above about 30%;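 further: 0% = DMSO wells and 100% = wells lacking the enzyme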
# Anthrax LF prot: blocks Bacillus anthracis lethal factor protease; P15917; 360,000 tested, 0.12% active; inhibition, % at 10 µM; AID 588501; multiplex microsphere protease cleavage assay, LF; further: plate controls were buffer without enzyme for full effect and enzyme alone for no effect
# Target sequence (P15917 whole entry, looked up): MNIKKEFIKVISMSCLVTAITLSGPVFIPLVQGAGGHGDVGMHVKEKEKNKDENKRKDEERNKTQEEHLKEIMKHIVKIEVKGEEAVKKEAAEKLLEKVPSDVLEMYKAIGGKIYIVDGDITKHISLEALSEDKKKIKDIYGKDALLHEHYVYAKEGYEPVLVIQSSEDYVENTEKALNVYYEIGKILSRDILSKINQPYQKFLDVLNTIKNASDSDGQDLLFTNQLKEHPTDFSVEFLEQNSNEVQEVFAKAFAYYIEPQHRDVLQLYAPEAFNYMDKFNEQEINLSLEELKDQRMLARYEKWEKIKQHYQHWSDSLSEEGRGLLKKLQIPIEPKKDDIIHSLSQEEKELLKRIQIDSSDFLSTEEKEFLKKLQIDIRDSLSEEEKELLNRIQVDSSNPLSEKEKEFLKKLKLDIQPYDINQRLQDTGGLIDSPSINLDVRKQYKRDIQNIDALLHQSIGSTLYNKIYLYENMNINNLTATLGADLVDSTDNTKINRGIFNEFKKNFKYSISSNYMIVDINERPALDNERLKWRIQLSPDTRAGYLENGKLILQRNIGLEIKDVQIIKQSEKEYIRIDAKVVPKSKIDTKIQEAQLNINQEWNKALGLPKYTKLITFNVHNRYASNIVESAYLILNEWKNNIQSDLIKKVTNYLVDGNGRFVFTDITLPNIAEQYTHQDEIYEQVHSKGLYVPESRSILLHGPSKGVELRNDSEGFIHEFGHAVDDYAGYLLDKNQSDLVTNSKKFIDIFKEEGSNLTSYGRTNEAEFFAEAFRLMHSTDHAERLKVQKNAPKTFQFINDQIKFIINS
# Mtb BioA inh: BioA (M. tuberculosis) enzyme inhibition; purified M. tuberculosis BioA enzyme, plate reader; inhibition, % at 9.99 µM; 360,000 tested, 0.096% active; in the data active means inhibition above about 40%; inconclusive means no clear call, values can overlap the other calls
# BoNT-F LC inh: blocks Botulinum neurotoxin F light chain protease; Multiplex microsphere protease cleavage assay, flow cytometry; 360,000 tested, 0.22% active; inhibition, % at 10 µM; AID 588497; in the data active means inhibition above about 35%, passing the limit was not always enough; inconclusive means no clear call, values can overlap the other calls; further: plate controls were buffer without enzyme for full effect and enzyme alone for no effect
# FadD28 FP inh: M. tuberculosis FadD28 bisubstrate binding inhibition; FadD28 bisubstrate probe binding, fluorescence polarization; inhibition, % at 12.5 µM; AID 588549; 360,000 tested, 0.22% active; in the data active means inhibition above about 8.5%, passing the limit was not always enough; inconclusive means no clear call, values can overlap the other calls
# Mtb UGM inh: blocks M. tuberculosis UGM enzyme. inhibition, % at 10 µM. 320,000 tested, 0.06% active. purified UGM, fluorescence polarization probe displacement; in the data active means inhibition above about 10%, passing the limit was not always enough; inconclusive means no clear call, values can overlap the other calls
# PfHsp40 yeast: compounds rescuing yeast from Plasmodium falciparum HSP40 toxicity; 340,000 tested, 0.68% active; AID 504582; growth rescue, % at 12.5 µM; S. cerevisiae expressing PfHsp40, growth rescue, ATP luminescence; in the data active means growth rescue above about 28%, passing the limit was not always enough; inconclusive means no clear call, values can overlap the other calls;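 further: yeast W303a lacking pdr1 and pdr3 grown in galactose medium; growth measured after three days at 30 °C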
# An asterisk follows results filed as active; u = inconclusive; x = not tested or not shown. Unless noted, no stated cut-off is given here; in the data, active means inhibition above about 30%; inconclusive means no clear call, values can overlap the other calls; inactive means below that. Rows are unselected; 4.7% or so of the library scored in one or more.
SMILES,BoNT A protease,FBA Mtb inh,GDH-TPI counter,Anthrax LF prot,Mtb BioA inh,BoNT-F LC inh,FadD28 FP inh,Mtb UGM inh,PfHsp40 yeast
COc1ccc(N(C(C)C(=O)N/N=C/c2cc(Br)c(C)o2)S(C)(=O)=O)cc1 (configuration not stated),-0.1,-3,14,2,x,2,0.4,-3.6,-1.0
COC(=O)[C@]1(Cc2ccccc2)N[C@H](CN(C)S(=O)(=O)c2ccc(C(F)(F)F)cc2)[C@@H]2C(=O)N(Cc3ccccc3)C(=O)[C@@H]21,-0.8,-2,9,6,-1.3,-2,-0.2,-1.6,1.3
COc1ccc(OC)c2sc(NC(=O)c3ccc(Br)s3)nc12,-0.5,2,3,3,-0.7,-6,-2.6,-3.1,0.5
COc1cccc(C=C2SC(=S)NC2=O)c1,-0.2,-2,31*,-3,x,-4,-5.0,x,-2.4
O=C(CN1C(=O)COc2ccc(S(=O)(=O)N3CCCCC3)cc21)NCc1ccccc1Cl,-1.8,3,-5,2,-1.4,-4,-0.4,4.9,-1.6
CCNc1c(NS(=O)(=O)c2ccc(OC)cc2)c(=O)oc2ccccc12,-4.7,2,4,2,-1.4,-25,-4.3,0.1,0.0
COc1ccc(-n2c(SCCC#N)nnc2-c2cc(Cl)ccc2OC)cc1Cl,1.0,0,5,-1,0.5,22,-3.2,3.2,0.1
COc1ccc(S(=O)(=O)N2CCCC2CNC(=O)C(=O)NCc2ccc3c(c2)OCO3)cc1 (configuration not stated),0.7,1,-2,-5,-0.4,-10,-3.8,-1.5,-0.6
COC(=O)c1ccc(CNC(=O)c2c3c(nc4ccccc24)CCN(Cc2ccccc2)C3)cc1,12,-2,-9,5,-2.2,4,-4.6,-0.4,1.6
COc1cc(CN2CCC(CCC(=O)NC3CC3)CC2)cc(Cl)c1OC,-1.6,-1,-7,4,-1.1,u,-2.8,-4.3,0.3
COc1ccc(N(CC(=O)NCCSCc2ccc(C)cc2)S(=O)(=O)c2ccccc2)cc1,-0.5,0,1,6,-2.9,-5,0.5,2.3,-0.1
CCOc1cc(Br)c(Br)c(C=Nc2ccc(NC(C)=O)cc2)c1O,0.8,3,-2,1,x,4,-2.1,2.7,-0.2
CC(C)(C)n1nnnc1C(c1ccccc1F)N(Cc1ccco1)CC1CCCO1 (configuration not stated),-0.7,1,6,-6,0.8,-8,-0.5,-1.1,1.7
COc1ccccc1OCCCN1C(=O)C(=O)c2cccc(C)c21,2.1,-2,11,-5,0.0,-3,-1.7,1.5,0.6
COc1ccc(CCNCC(O)COc2ccc(OC)cc2C(C)(C)C)cc1 (configuration not stated),-1.6,8,4,-5,3.2,-9,-1.0,-1.6,1.1
Cc1ccc(-c2cc(C(=O)Nc3ccccn3)c3ccccc3n2)o1,-0.2,5,3,-1,x,-7,-0.6,-0.7,0.1
O=C(O)CCC(=O)Nc1ccc(C(=O)OCC(=O)c2ccc(Cl)cc2)cc1,0.3,1,5,-9,-1.4,3,15*,-0.9,0.1
CCCn1nnc(NC(=O)/C=C/c2ccc(C(C)C)cc2)n1,-3.7,4,25,-2,-0.5,u,-0.2,1.0,0.2
COc1ccc(CCNC(=O)c2cnc(C)cn2)cc1,-2.6,0,4,3,2.9,-2,x,-0.4,-1.3
CCNC(=O)CC1C(=O)N(c2ccc(F)cc2)C(=O)N1CCC(C)C (configuration not stated),1.0,0,2,0,-0.3,-1,-0.9,0.9,-1.6

# The list goes on (3 carried over from the part before).
SMILES,BoNT A protease,FBA Mtb inh,GDH-TPI counter,Anthrax LF prot,Mtb BioA inh,BoNT-F LC inh,FadD28 FP inh,Mtb UGM inh,PfHsp40 yeast
CCCn1nnc(NC(=O)/C=C/c2ccc(C(C)C)cc2)n1,-3.7,4,25,-2,-0.5,u,-0.2,1.0,0.2
COc1ccc(CCNC(=O)c2cnc(C)cn2)cc1,-2.6,0,4,3,2.9,-2,x,-0.4,-1.3
CCNC(=O)CC1C(=O)N(c2ccc(F)cc2)C(=O)N1CCC(C)C (configuration not stated),1.0,0,2,0,-0.3,-1,-0.9,0.9,-1.6
O=C(NC(=S)NCCOCc1ccc(Cl)cc1)c1cccnc1,-0.2,1,-10,0,x,-2,-2.1,1.6,3.7
[O-]c1n[n+](-c2ccc(Cl)cc2)cc2ccccc12,-0.7,1,8,0,x,-5,-3.4,-2.1,0.3
Cn1c(O)c(C(=O)c2ccccc2F)c(=O)n(C)c1=O,-0.6,-3,-6,-13,0.7,-6,0.6,-0.8,-0.7
COc1cccc(OCc2cc(C(=O)N3CCC(C(O)C(C)C)CC3)no2)c1 (configuration not stated),-3.1,3,7,-2,1.6,-5,-2.3,1.1,2.2
Cc1nc(N2CCOCC2)[nH]c(=O)c1CCC(C)C,0.3,-3,8,-1,0.2,3,-0.2,-5.1,-0.6
Cc1ccc2[nH]c(-c3ccccc3)cc(=O)c2c1,-0.1,7,3,4,-0.1,0,-4.4,-0.7,-1.3
C=CCOC(=O)CCP(=O)(CCC(=O)OCC=C)c1ccccc1,1.1,-1,-3,5,-1.3,5,-4.4,3.9,-1.0
CC1O[C@@H](O[C@H](C)CC[C@@H](C)O)C(O)C[C@H]1O (some centres not stated),-0.4,2,3,-2,0.3,0,0.6,0.2,-1.6
COc1ccc(OC)c(NC(=O)c2cccc(Cn3cc(Br)c([N+](=O)[O-])n3)c2)c1,-1.4,6,11,-2,-1.8,-3,-0.6,-2.5,0.5
CC1(C)CC(=O)C2=C(C1)OC(N)=C(C#N)C21CCN(Cc2ccccc2)CC1,-3.4,4,2,4,-1.7,4,0.1,-4.4,0.1
CCCCNC(=O)c1ccc2nc(CC)c(N(CC)CCOC)n2c1,-0.3,1,10,-4,-0.4,-2,-0.4,x,x
COc1ccc(CN2C(=O)C(CC(C)C)Nc3ncnc(N4CCCCC4)c32)cc1 (configuration not stated),-0.2,0,-2,0,3.6,-10,-3.1,1.3,-0.4
Cc1ccc(NC2CCCN(C(=O)c3ccccc3-c3ncc[nH]3)C2)cc1C (configuration not stated),-0.8,1,2,0,-1.7,u,-0.3,-1.6,-0.7
Cc1ccc2nc(-c3ccc(NC(=O)COC(=O)c4ccc(=O)[nH]c4)cc3)sc2c1,-0.9,39*,9,0,x,-16,0.0,2.0,-0.7
OCCNCCc1c[nH]c2ccc(OCc3ccccc3)cc12,-2.6,1,0,-14,-0.8,-44,-1.6,3.1,-0.6
COc1ccc(OC)c(C(=O)c2c(C)oc3cc([N+](=O)[O-])c(O)c([N+](=O)[O-])c23)c1,-0.5,-13,36*,-2,-1.7,-9,1.0,7.8,-0.3
N=c1n(CCN2CCOCC2)c2ccccc2n1CC(=O)c1ccc(Cl)c(Cl)c1,0.6,2,0,-2,x,-6,0.2,-1.5,-0.6
O=C(Nc1cccc(C(=O)O)c1)/C(=C\c1cccc([N+](=O)[O-])c1)NC(=O)c1ccc(Br)cc1,0.8,4,11,-1,-0.5,12,-0.9,x,x
CN1/C(=C\C=C2C(=O)NC(=S)NC2=O)C(C)(C)c2ccccc21,-13,-18,1,-12,x,-60,-0.3,x,2.4
Cc1ccccc1OCc1nc2c3c(ncn2n1)-c1ccccc1CC31CCCC1,-0.6,-2,-3,0,x,-9,-1.7,-0.4,0.1
CC(C)CC1C(=O)N(Cc2cn(CCC3OCCCO3)nn2)CCS(=O)(=O)N1Cc1ccc(-c2ccncc2)cc1 (configuration not stated),0.4,2,6,2,0.7,2,-5.7,x,x
O=C(CCC(=O)NC1CCCCCCC1)Nc1nnc(C(F)(F)F)s1,-1.2,3,8,-1,0.3,-6,-1.4,1.2,0.0
Cc1ccc(SCCC(=O)Nc2cc(C)on2)cc1,-2.0,0,10,2,-2.3,-2,-1.8,0.2,-1.2
CC[C@]12c3[nH]c4ccc(Cl)cc4c3CCN1C(=O)[C@@H](CC(=O)NCCC1=CCCCC1)C[C@@H]2C(=O)N1CCN(C(=O)c2ccco2)CC1,-0.2,1,-16,-3,0.4,-4,-4.1,x,1.2
Cc1cccc(C)c1OCc1cc(C(=O)N2CCCC2c2nonc2C)no1 (configuration not stated),0.2,-1,4,1,-0.9,-8,-2.9,0.4,0.2
Cc1ccc(S(=O)(=O)N2CCOCC2)cc1C(=O)NCc1ccc2c(c1)OCO2,3.9,-4,-7,2,x,26,-4.2,1.0,9.7
Cc1ccc(-c2nc3ncccn3c2NC2CCCC2)o1,-0.1,3,5,0,-1.3,0,-0.3,0.3,0.1
CCCOc1ccc(Br)cc1/C=N/NC(=O)c1cc(OC)c(OC)c(OC)c1,-2.7,2,12,0,x,-13,0.7,0.0,0.6
O=C(NCCc1cccc(F)c1)[C@@H]1CSC2c3ccccc3C(=O)N21 (some centres not stated),0.7,3,-2,1,-0.7,9,-5.4,1.7,-0.3
Cc1cc(C(=O)N2CCC2(C)C(=O)NS(=O)(=O)c2ccc(Cl)cc2)nn1C (configuration not stated),0.1,-1,5,-6,-1.0,-1,-0.1,x,x
CCC1CCCCN1C(=O)COC(=O)c1ccc(S(=O)(=O)N2CCOCC2)cc1 (configuration not stated),0.2,-3,-3,2,-0.4,9,0.0,x,-1.1
O=C(NCc1ccco1)c1ccc2c(c1)OCCO2,-0.2,3,6,-6,-4.0,-7,-0.4,-9.0,-0.4
COc1ccc(C(=O)CSc2nc(C)cc(=O)[nH]2)cc1C,-3.9,1,6,4,-0.5,-4,0.9,-0.2,-1.2
CC(O)CNCCOc1ccccc1-c1ccccc1 (configuration not stated),-0.9,-9,-12,0,-0.4,-4,-3.6,-4.4,-0.4
CCc1nnc(SCC(=O)Nc2ccccc2Cl)nc1CC,-0.2,-3,2,-1,x,-3,-1.8,-0.3,-0.5
c1cc2c(cc1C1=Nn3c(nnc3C3CCCCC3)SC1)OCO2,-0.9,2,27,1,-0.8,3,0.0,-0.3,0.8
CCOC(=O)C1=C(N)OC2=C(C(=O)CCC2)C1c1ccc(C)s1 (configuration not stated),-0.6,2,-2,-1,0.4,-2,-3.1,-2.9,-0.3
O=C(O)c1cc(S(=O)(=O)N2CCCCC2)ccc1N1CCCCC1,-1.1,-1,12,2,3.9,-11,-1.6,0.5,-1.0
COc1cc2ccccc2cc1C(=O)Nc1ccc(S(=O)(=O)Nc2cc(C)on2)cc1,12,1,5,-13,x,15,-9.6,4.4,-0.2
Cc1ccc(NP(=O)(Oc2ccccc2F)Oc2ccccc2F)cc1C,-0.3,-3,6,-4,-4.1,-4,-1.0,-0.9,7.7
O=C(NC1=NCCS1)c1cccc(OC(F)F)c1,-0.8,0,-7,-5,x,-6,-3.4,-0.4,-0.7
Cc1ccc(C)n1Cc1ccc(C(=O)O)cc1,-4.3,-1,4,-2,x,3,u,1.6,1.7
COc1cccc(C(=O)c2cc3cc(Cl)ccc3[nH]2)c1,0.6,-1,11,1,-0.9,-16,-2.2,-1.3,0.5

# Record cards, as listed above.
# COc1ccc(C(=O)CSc2nc(C)cc(=O)[nH]2)cc1C in the list: BoNT A protease: -3.9; FBA Mtb inh: 1; GDH-TPI counter: 6; Anthrax LF prot: 4; Mtb BioA inh: -0.5; BoNT-F LC inh: -4; FadD28 FP inh: 0.9; Mtb UGM inh: -0.2; PfHsp40 yeast: -1.2
# CCOC(=O)C1=C(N)OC2=C(C(=O)CCC2)C1c1ccc(C)s1 (configuration not stated) in the list: BoNT A protease: -0.6; FBA Mtb inh: 2; GDH-TPI counter: -2; Anthrax LF prot: -1; Mtb BioA inh: 0.4; BoNT-F LC inh: -2; FadD28 FP inh: -3.1; Mtb UGM inh: -2.9; PfHsp40 yeast: -0.3
# O=C(NC1=NCCS1)c1cccc(OC(F)F)c1 in the list: BoNT A protease: -0.8; FBA Mtb inh: 0; GDH-TPI counter: -7; Anthrax LF prot: -5; Mtb BioA inh: x; BoNT-F LC inh: -6; FadD28 FP inh: -3.4; Mtb UGM inh: -0.4; PfHsp40 yeast: -0.7

# High-throughput results (PubChem BioAssay)
